Bioassay records as filed in PubChem.
NCI-60 one-dose screen, 48 h, at 10 µM unless noted. Numbers give growth in % (100 = growth as untreated, 0 = no growth, -100 = all killed).
UACC-257 = UACC-257 melanoma; 78,000 tested, 4.4% active
MALME-3M = MALME-3M melanoma | 78,000 tested, 5.8% active
SK-MEL-28 = SK-MEL-28 melanoma; AID 1794761; 81,000 tested, 4.1% active
HS 578T = HS 578T breast cancer | 78,000 tested, 4.1% active | AID 1794788
SK-MEL-5 = SK-MEL-5 melanoma; 80,000 tested, 6.4% active; AID 1794755
LOX IMVI = LOX IMVI melanoma. 79,000 tested, 7.4% active
T-47D = T-47D breast cancer; 79,000 tested, 5% active
SK-MEL-2 = SK-MEL-2 melanoma; 77,000 tested, 4.7% active; AID 1794763
An asterisk follows results filed as active; · = not tested or not shown; & = joins results of further samples. How the source made its calls: active means growth percent below 10; inactive means the rest.

SMILES	UACC-257	MALME-3M	SK-MEL-28	HS 578T	SK-MEL-5	LOX IMVI	T-47D	SK-MEL-2
Nc1nc(SCc2ccccc2)sc1C(=O)N1CCCCC1	101	97	105	101	93	98	82	102
CC(=O)N1N=C(c2ccc(C)cc2)CC1c1sc(N2CCOCC2)nc1Cl (stereo not given)	106	105	110	106	100	99	103	98
C#CCOc1c(OC)cc(C(=O)/C(C)=C/c2cccc(N=[N+]=[N-])c2)cc1OC	·	55	59	46	35	30	44	27
O=C(Nc1nc(-c2ccccn2)cs1)c1ccccc1Br	95	88	104	87	58	77	72	91
CCN(CC)c1ccc2nc3c4ccccc4c(=O)cc-3n(-c3ccccc3)c2c1	-16*	-32*	9.7*	-18*	-98*	-23*	-7.9*	-37*
COc1ccc(C(=O)/C=C/Nc2cc(-c3ccccc3)nn2-c2ccccc2)cc1	91	100	100	107	93	93	82	101
N#CC1=C(Cl)NC(c2cccc([N+](=O)[O-])c2)c2sc3c(F)cccc3c21 (stereo not given)	124	108	116	·	98	95	78	111
O=S(=O)(NCCNc1cc(-c2cn(-c3ccccc3)nc2-c2cccc(O)c2)ccn1)c1ccc(F)cc1	·	15	·	16	-12*	28	7.9*	22
CC1CCc2c(sc(NC(=O)CSc3nnc4ccccn34)c2C(N)=O)C1 (stereo not given)	·	181	137	114	99	91	105	48
CSc1nc(-c2ccccc2)cc(=O)[nH]1	100	104	93	100	97	99	94	97
CCOC(=O)c1cc(-c2ccccc2)nc(N)n1	101	111	111	93	100	101	114	110
CNC(=S)C(=S)NC	90	108	104	96	108	111	102	115

Five neighbouring records out of the list so far, quoted:
SMILES	UACC-257	MALME-3M	SK-MEL-28	HS 578T	SK-MEL-5	LOX IMVI	T-47D	SK-MEL-2
CC(=O)N1N=C(c2ccc(C)cc2)CC1c1sc(N2CCOCC2)nc1Cl (stereo not given)	106	105	110	106	100	99	103	98
C#CCOc1c(OC)cc(C(=O)/C(C)=C/c2cccc(N=[N+]=[N-])c2)cc1OC	·	55	59	46	35	30	44	27
O=C(Nc1nc(-c2ccccn2)cs1)c1ccccc1Br	95	88	104	87	58	77	72	91
CCN(CC)c1ccc2nc3c4ccccc4c(=O)cc-3n(-c3ccccc3)c2c1	-16*	-32*	9.7*	-18*	-98*	-23*	-7.9*	-37*
COc1ccc(C(=O)/C=C/Nc2cc(-c3ccccc3)nn2-c2ccccc2)cc1	91	100	100	107	93	93	82	101

Continuation:
SMILES	UACC-257	MALME-3M	SK-MEL-28	HS 578T	SK-MEL-5	LOX IMVI	T-47D	SK-MEL-2
NS(=O)(=O)c1ccc(Nc2ccnc(SCC(=O)c3ccc([N+](=O)[O-])cc3)n2)cc1	112	114	111	96	99	96	91	101
N#CCc1ccc(Sc2ccccc2)cc1	101	88	115	105	113	88	98	95
O=c1c2c3c(sc2n2c(-c4ccc([N+](=O)[O-])cc4)nnc2n1Cc1ccccc1)CCCC3	93	118	127	97	97	81	71	94
O=c1oc2ccccc2cc1-c1cc(/C=C/c2ccccc2)cc(-c2cc3ccccc3oc2=O)n1	94	102	113	103	102	101	89	104
CC(=O)C12OC(C)(C)OC1CC1C3CCC4=CC(=O)CC4(C)C3CCC12C (stereo not given)	106	86	114	·	97	103	94	90
O=S(=O)(O)c1cc(Cl)cc(Cl)c1O	101	139	112	103	109	103	113	108
COc1cc2cc(NCc3ccc(OCC(N)=O)c(OC)c3)nc(C)c2cc1OC	95	100	102	99	99	91	100	99
O=C(O)CCC(=O)Nc1ccc(S(=O)(=O)Nc2nccs2)cc1	97&100	100	110&102	98&111	109&101	93&104	106&103	100&99
Cc1cc(C)n2c(SCc3nc4sc5c(c4c(=O)[nH]3)CCCC5)nnc2n1	100	115	107	102	110	99	151	119
O=C(/C=C/c1ccccc1)c1ccc(NC(=O)N2CCN(c3cc4c(cc3F)c(=O)c(C(=O)O)cn4C3CC3)CC2)cc1	111	115	93	84	96	78	93	102
O=C(NNc1nc2cc(F)ccc2n2cccc12)c1ccncn1	5.0*	28	23	43	-22*	7.8*	4.4*	26
COc1cc2c(c(OC)c1OC)OC1(OC(=O)c3ccccc31)OC2=O (stereo not given)	98	98	109	95	100	96	94	97

Look-ups from the entries so far:
`Cc1cc(C)n2c(SCc3nc4sc5c(c4c(=O)[nH]3)CCCC5)nnc2n1` | MALME-3M = 115
`COc1cc2cc(NCc3ccc(OCC(N)=O)c(OC)c3)nc(C)c2cc1OC` | SK-MEL-5 = 99
`O=C(/C=C/c1ccccc1)c1ccc(NC(=O)N2CCN(c3cc4c(cc3F)c(=O)c(C(=O)O)cn4C3CC3)CC2)cc1` | LOX IMVI = 78
`O=C(O)CCC(=O)Nc1ccc(S(=O)(=O)Nc2nccs2)cc1` | SK-MEL-28 = 110&102

Next compounds follow:
SMILES	UACC-257	MALME-3M	SK-MEL-28	HS 578T	SK-MEL-5	LOX IMVI	T-47D	SK-MEL-2
O=c1[nH]c(-c2ccccc2)c(-c2ccccc2)[nH]1	122	128	126	114	106	94	95	110
CCC(C)c1ccc(OCC(C)OC(=O)C(C)C)cc1 (stereo not given)	69	111	107	103	103	111	93	89
C=C1C(=O)O[C@H]2[C@H]1CC/C(Cn1cc(-c3ccsc3)nn1)=C\CC[C@@]1(C)O[C@@H]21	·	-66*	-54*	28	-42*	-94*	-62*	-22*
Cn1ccnc1C(=O)/C=C/c1ccc(CC(=O)Nc2ccccc2)cc1	79	73	55	37	·	8.8*	15	55
NC(N)=NC(N)=Nc1ccc(S(=O)(=O)c2ccc(N=C(N)N=C(N)N)cc2)cc1	101	·	114	95	100	100	108	101
CCOC(=O)c1cc(C(=O)c2ccc(OC)c(OC)c2)n2ccc(-c3ccccn3)cc12	76	50	71	64	37	85	23	71
O=S(=O)(O)/C=C/c1ccccc1	77	102	108	103	98	94	86	106
COc1ccc(C(C)=O)cc1S(=O)(=O)Nc1c(N)nc(OC)n(C)c1=O	87	103	102	98	103	100	107	87
O=C1NC(=O)C(c2ccccc2)(c2ccccc2)N1	112&108	115	121&119	111&131	104&99	109&99	102&100	92&108
COc1ccc(Oc2[nH]n(C3=Nc4ccccc4Sc4ccccc43)c(=O)c2C#N)cc1	104	169	108	·	85	95	93	101
CCOC(=O)c1cc(=O)[nH]c(O)c1N=Nc1ccccc1	112	123	112	·	112	·	111	122
C=C1CC[C@H]2[C@@](C)(CCC3OC(c4ccc(OCc5cn(C6OC(COC(C)=O)[C@H](OC(C)=O)C(OC(C)=O)C6OC(C)=O)nn5)cc4)OC[C@]32C)[C@@H]1/C=C/C1=CCOC1=O (stereo not given in full)	112	98	111	93	100	·	93	122
CCc1cccc2c3c(sc12)C(c1ccc(F)cc1)C(C#N)=C(/N=C/c1ccc(Cl)cc1)O3 (stereo not given)	69	57	62	-1.8*	32	30	31	-7.3*
Nc1cc(N)c(S(=O)(=O)O)cc1N=Nc1cc([N+](=O)[O-])ccc1O	99	103	102	103	105	93	97	98
Cc1ccc(NC(=O)c2ccc(-n3c(=O)[nH]c4ccccc4c3=O)cc2)cc1	122	85	102	78	91	85	80	98
COc1cc(Cc2cc(-c3ccc(Cl)cc3)n[nH]c2=O)ccc1O	128	108	122	73	81	115	91	117
COc1ccc2c(c1)C(N1CCCCCC1=O)CCN2Cc1ccc(Cl)cc1 (stereo not given)	121	90	110	105	83	90	92	98
CCN(CC)C(=O)Cn1cc([N+](=O)[O-])cc1[N+](=O)[O-]	112&115	110&96	108&119	83&114	111&104	100&107	107&105	105&102
COC(=O)c1ccccc1C(=O)c1ccccc1	129	96	104	94	113	111	109	62
CC(C)[O-].CC(C)[O-].CN(CCN(C)Cc1cc(F)cc(F)c1[O-])Cc1cc(F)cc(F)c1[O-].[Ti+4]	17	-55*	-23*	-16*	-60*	-39*	9.2*	-52*
N=c1ncn(C2CCOC2=O)c2nc[nH]c12 (stereo not given)	93	100	113	104	105	94	96	107
CCC(=O)Oc1ccc(/C(=C(/C)Cc2cccc(OC)c2)c2ccc(OCCN3CCCC3)cc2)cc1	107	96	106	90	99	90	64	106
Cc1cc(C)n2c(C)nnc2c1	96	84	114	106	109	105	101	94
COc1ccc(Oc2c(OC)cc(NCc3ccc(CN)cc3)c3ncccc23)cc1	107	71	120	88	91	85	89	100
Nc1ccc(C(=O)Nc2ccc(Nc3ccccc3)c(S(=O)(=O)O)c2)cc1	80	106	102	107	101	95	93	95
CCCCc1nc(Cl)c(C2CC(c3ccc(C(F)(F)F)cc3)=NN2c2cc(Cl)cc(Cl)c2)[nH]1 (stereo not given)	93	102	94	89	92	99	70	99
NC(=O)NC(=O)CNc1nnc(-c2ccccc2)s1	100	96	107	100	100	·	103	·
CC1(C)OC(=O)C(=NNc2cccc3c2C(=O)c2ccccc2C3=O)C(=O)O1	103	98	99	62	91	·	77	94
N#Cc1c(NC(=O)c2ccc(C(F)(F)F)cc2)sc2c1CCC(O)=C2	36	23	42	12	-29*	24	23	8.4*
Cc1ccc(C2=N[C@@H](C(C)OCc3ccccc3)C(=O)c3c(nc4ccccn34)N2)cc1 (stereo not given in full)	94	102	107	96	88	88	86	109
COc1ccc(-c2nc3ccc4[nH]ncc4c3c3c2CCCC3)cc1B(O)O	89	75	68	0.2*	74	40	47	56
N#C/C(=C/N1C(=O)/C(=C/c2ccc([N+](=O)[O-])cc2)SC1=S)C(N)=O	89	·	108	92	82	94	83	98
O=[N+]([O-])c1cccc(OCCCCOc2ccccc2)c1	111	100	105	110	109	113	97	110
CCOC(=O)c1sc2ncnc(Nc3ccc(NC(=O)Nc4ccc(Cl)cc4)cc3)c2c1C	·	26	79	41	32	44	45	87
Nc1nc(N)nc(-c2ccccc2)n1	103	89	118	108	96	98	102	112
CC1=C(C)C[C@]2(Cc3ccc(C)cc3C2=O)S(=O)C1 (stereo not given in full)	79	44	89	91	62	82	68	101

Compounds from the list above containing a CF3 group:
SMILES	UACC-257	MALME-3M	SK-MEL-28	HS 578T	SK-MEL-5	LOX IMVI	T-47D	SK-MEL-2
CCCCc1nc(Cl)c(C2CC(c3ccc(C(F)(F)F)cc3)=NN2c2cc(Cl)cc(Cl)c2)[nH]1 (stereo not given)	93	102	94	89	92	99	70	99
N#Cc1c(NC(=O)c2ccc(C(F)(F)F)cc2)sc2c1CCC(O)=C2	36	23	42	12	-29*	24	23	8.4*

(cont.)
SMILES	UACC-257	MALME-3M	SK-MEL-28	HS 578T	SK-MEL-5	LOX IMVI	T-47D	SK-MEL-2
CC/C(=C(\c1ccc(OCCN2CCOCC2)cc1)c1ccc(OC(=O)c2ccccc2)cc1)c1ccc(Cl)cc1	100	107	105	89	110	107	74	102
C(=C/c1nc2ccccc2nc1CCN1CCCCC1)/c1ccc2c(c1)OCO2	·	95	83	86	63	66	89	109
CC(=O)N1N=C(c2ccc(F)cc2)CC1c1cccc(Nc2ccnc3cc(C(F)(F)F)ccc23)c1 (stereo not given)	91	94	98	96	82	90	62	98
Cc1ncc(C(=O)Nc2ccccc2)[nH]1	·	·	111	114	103	100	97	·
N#[N+]c1ccc2c(S(=O)(=O)Oc3ccc(C(=O)c4ccccc4)c(OS(=O)(=O)c4cccc5c([O-])c([N+]#N)ccc45)c3)cccc2c1[O-]	103	73	94	108	73	87	49	·
N#Cc1nc(-c2cccs2)oc1N1CCN(S(=O)(=O)c2ccc(Cl)cc2)CC1	118	104	97	110	98	99	94	·
COc1ccc(OC)c(-c2c(C#N)c(-c3ccc(Cl)cc3)nc3c2c(-c2ccccc2)nn3-c2ccccc2)c1	100	101	105	100	110	94	90	102
COc1ccc(C(=O)/C=C/c2cc(C(F)(F)F)cc(C(F)(F)F)c2)cc1S(N)(=O)=O	-56*	-95*	-98*	-13*	-98*	-100*	-60*	-74*
c1c2c(cc3c1OCCO3)C1CN(C2)Cc2cc3c(cc21)OCCO3	99	94	105	90	100	94	81	110
O=C(Nc1ccc(F)cc1)Nc1ccc(NC(=O)c2cc(=O)[nH]c3ccccc23)cc1	105	103	116	108	106	97	93	118
O=C(c1ccccc1)c1c(/C=C/c2ccc(Br)cc2)nc2ccccc2c1/C=C/c1cccs1	98	106	104	97	101	94	95	107
O=C(CCc1nnc2sc(-c3ccc(Cl)cc3Cl)nn12)c1nc2ncccc2[nH]1	-25*	-48*	-9.9*	0.8*	·	-88*	-26*	-11*
O=S(=O)(c1ccccc1)N1CCN(c2ccccc2)CC1	100	100	120	93	118	83	100	100
CCN(CC)CC(OC(=O)c1ccc(N)cc1)c1ccccc1 (stereo not given)	86	98	97	·	99	92	84	96
COc1ccc(-c2nn(-c3cccc(Cl)c3)cc2/C=C2\C(=N)NC(=O)C(C#N)=C2N)cc1	102	98	102	96	106	103	107	·
CN(CCC(=O)c1ccc(-c2ccccc2)cc1)Cc1ccccc1	110	102	113	101	102	89	98	102
O=C(O)c1cnn(-c2ccccc2)c1-n1nnc2ccc(Cl)cc2c1=O	112	93	101	·	98	106	97	115
CCOC(=O)C1=NNC(C(=O)O)C1c1ccccc1 (stereo not given)	100	119	106	104	103	92	95	118
O=C(Cl)CC1CC(=O)OC1=O (stereo not given)	125	129	100	115	100	112	110	·
CC(C)C(=O)C1CCCC1	96	115	112	·	115	108	111	108
CC(=O)COC(C)=O	91	115	102	104	101	96	88	102
CC1CN=C(c2ccc(NC(=O)c3ccc(C(=O)Nc4ccc(C5=NCC(C)N5)cc4)c(N)c3)cc2)N1 (stereo not given)	115	99	105	102	83	95	·	117
CCOC(=O)C(CC1CCCCC1)C(C)=O (stereo not given)	92	98	101	98	99	95	89	104
COc1cc(C2CC(c3ccc(N(C)C)cc3)=NN2C(C)=O)cc(OC)c1OC (stereo not given)	56	38	52	0.8*	9.0*	38	32	37
CN(C)CCN(Cc1ccccc1)c1nc2ccccc2o1	115	85	99	103	94	90	104	96
N#CCc1cccnc1	102	94	108	109	111	103	110	98
COc1ccc(C2=NNC(c3ccc(Oc4ccnc5cc(Cl)ccc45)c(OC)c3)C2)cc1 (stereo not given)	95	91	100	94	82	83	75	112
CCN(SSN(CC)S(=O)(=O)c1ccc(C)cc1)S(=O)(=O)c1ccc(C)cc1	100	97	105	110	99	91	85	·
NC(CCc1nc2ccccc2c(=O)[nH]1)C(=O)O (stereo not given)	105	104	110	102	·	102	108	102

Compounds as they come; overall some 11% were active at least once.
